Screening results as filed in PubChem.
ADAM10 inh = inhibitors of human ADAM10; O14672; recombinant ADAM10, EDANS/DABCYL FRET peptide cleavage, 3 h; inhibition, % at 7 µM; hit rate 0.62% among 370,000;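 active = inhibition above a per-campaign cutoff equal to the mean of compounds falling between control-based bounds plus 3 SD, cut at about 20% in these data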;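 note: 0% = DMSO wells while the 100% control is not disclosed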
ASAP1 inh = ASAP1 ArfGAP inhibition; Q9ULH1; ASAP1-stimulated ARF1 GTP hydrolysis, GDP FP detection; inhibition, % at 16.5 µM; hit rate 0.19% among 360,000; in the data active = inhibition above about 25%;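 note: 0% = vehicle with enzyme and substrate and 100% = no enzyme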
Target sequence (Q9ULH1 325-724 limits assumed): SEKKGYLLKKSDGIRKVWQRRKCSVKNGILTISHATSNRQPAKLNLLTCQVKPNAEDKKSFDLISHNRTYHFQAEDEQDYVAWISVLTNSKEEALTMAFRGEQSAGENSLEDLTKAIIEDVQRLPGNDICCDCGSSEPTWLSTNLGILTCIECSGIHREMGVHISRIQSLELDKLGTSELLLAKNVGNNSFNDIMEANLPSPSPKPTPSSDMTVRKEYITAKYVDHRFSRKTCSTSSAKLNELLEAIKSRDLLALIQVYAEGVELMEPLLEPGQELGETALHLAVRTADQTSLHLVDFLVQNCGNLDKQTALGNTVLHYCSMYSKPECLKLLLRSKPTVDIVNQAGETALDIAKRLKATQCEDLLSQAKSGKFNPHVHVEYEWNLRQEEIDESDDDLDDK
ADAM17 inh = ADAM17 inhibition, QFRET primary screen; recombinant ADAM17, EDANS/DABCYL FRET peptide cleavage; hit rate 0.83% among 370,000; P78536; AID 720648; inhibition, % at 6.95 µM;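 active = inhibition above the mean of compounds lying between control limits plus 3 SD, set per campaign, cut at about 8.5% in these data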;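 note: 0% = DMSO-only wells as the low control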
Target sequence (P78536 215-824 limits assumed): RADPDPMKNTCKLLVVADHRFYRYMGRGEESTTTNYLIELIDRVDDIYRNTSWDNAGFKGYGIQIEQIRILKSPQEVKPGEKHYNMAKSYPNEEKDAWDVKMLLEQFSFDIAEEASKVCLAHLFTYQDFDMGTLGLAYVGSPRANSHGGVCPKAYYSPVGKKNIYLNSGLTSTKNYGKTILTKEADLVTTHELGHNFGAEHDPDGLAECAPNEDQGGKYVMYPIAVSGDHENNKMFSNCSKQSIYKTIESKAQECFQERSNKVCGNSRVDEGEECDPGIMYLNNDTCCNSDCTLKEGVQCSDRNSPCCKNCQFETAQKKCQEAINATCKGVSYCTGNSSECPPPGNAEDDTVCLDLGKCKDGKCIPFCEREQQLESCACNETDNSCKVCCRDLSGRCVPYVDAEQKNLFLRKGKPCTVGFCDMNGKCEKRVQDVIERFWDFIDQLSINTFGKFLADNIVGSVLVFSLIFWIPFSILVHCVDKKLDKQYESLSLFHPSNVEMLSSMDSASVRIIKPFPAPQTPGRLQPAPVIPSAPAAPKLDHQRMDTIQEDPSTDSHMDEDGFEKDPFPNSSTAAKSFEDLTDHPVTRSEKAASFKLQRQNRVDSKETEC
PLC-gamma1 inh = PLC-gamma1 (human) inhibition, primary screen; P19174; purified PLC-gamma1, fluorogenic substrate, fluorescence; inhibition, % at 12.2 µM; hit rate 0.84% among 370,000; in the data active = inhibition above about 9.5%
SIAE primary = blocks human sialic acid acetylesterase. inhibition, % at 9.66 µM. AID 1053197. Q9HAT2. SIAE FP-Rh probe binding, fluorescence polarization. hit rate 0.69% among 370,000;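 active = inhibition above a cutoff: mean of compounds within the control limits plus 3 SD of those, cut at about 17% in these data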;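 note: 0% = plate median of compound wells and 100% = probe without SIAE protein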
PLCb3 inh = inhibitors of human phospholipase C beta3; Q01970; Purified PLC-beta3, fluorogenic substrate, fluorescence; inhibition, % at 12.2 µM; hit rate 0.18% among 370,000; AID 720704; in the data active = inhibition above about 11%;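 note: 0% = median of compound wells on plate and 100% = full blocker control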
ARFGAP1 inhibitor = inhibitors of rat ARFGAP1. hit rate 0.26% among 360,000. inhibition, % at 16.5 µM. Arfgap1-stimulated ARF1 GTP hydrolysis, GDP FP detection. Q62848. AID 651572;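 active = inhibition above a per-plate limit, mean inhibition of low control wells plus 3 SD, cut at about 25% in these data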;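 note: 0% = DMSO wells with enzyme and 100% = wells lacking Arfgap1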
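Assay system: purified rat His6-Arfgap1 residues 1-136 (GAP domain); Reagent: human Δ17 ARF1 bound to GTP; Dosing: 16.5 µM single point, 1.26% DMSO; Times: GTP hydrolysis reaction 2 h at 25 °C; Signal: FP, GDP Alexa 633 tracer displaced from anti-GDP antibody, 620/688 nm; Measure: % inhibition from polarization.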
Tn6 DDE FP = DD(E)-Tn6 binding inhibition, primary FP screen | Fibrin DD(E) TRITC-Tn6 fluorescence polarization displacement | hit rate 0.21% among 370,000 | P02675 | inhibition, % at 8.3 µM;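 active = inhibition above a per-campaign cutoff: mean of compounds within control limits plus 3 SD, cut at about 15% in these data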;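 note: 0% = median of all compound wells on the plate and 100% = blocking peptide control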
DDE Tn7 FP inh = disrupts Tn7 cyclic peptide binding to fibrin D-Dimer-E complex; inhibition, % at 8.3 µM; FP displacement of FITC-Tn7 peptide from fibrin DD(E); 0% = median of compound wells per plate; hit rate 0.13% among 370,000; P02675;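 active = inhibition above the mean of compounds falling within the control limits plus 3 SD of them, cut at about 14% in these data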;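 note: 0% = plate median of compound wells and 100% = 10 µM Aha-Tn7 peptide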
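Assay system: human fibrin DD(E) protein / Input: 2 µM fibrin DD(E) / Benchmarks: high control of 10 µM Aha-Tn7 peptide / Measured by: fluorescence polarization of the labelled Tn7 tracer / Medium: Tris buffer with calcium and detergent, pH 7.8 / Timing: 10 min compound pre-incubation, 3 h probe incubation at room temperature / Repeats: one replicate per compound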
TDP2 absorb = TDP2 (human) inhibition, absorbance primary screen; inhibition, % at 12.8 µM; recombinant TDP2, T5PNP hydrolysis, p-nitrophenol absorbance 415 nm; hit rate 0.34% among 370,000; O95551;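 active = inhibition above the mean of all tested compounds plus 3 SD, set per campaign, cut at about 25% in these data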;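 note: 0% = DMSO with enzyme and 100% = buffer with substrate but no TDP2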
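Assay system: Recombinant human TDP2 | Quantity: 120 nM TDP2 per well | Incubation: 2 h at 37 °C | Signal: Epi absorbance | Evaluation: Percent inhibition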
* marks the source's active call; other numbers are inactive results; & = joins results of further samples.

For C=CCN1CC(c2nc3ccccc3n2Cc2ccccc2)CC1=O (stereo not drawn) the results were ADAM10 inh -1, ASAP1 inh -3, ADAM17 inh -1, PLC-gamma1 inh 0, SIAE primary 3, PLCb3 inh 1, ARFGAP1 inhibitor 2, Tn6 DDE FP 1, DDE Tn7 FP inh 1 and TDP2 absorb 2.
COc1cc2c(=O)n(Cc3ccccc3)c(=O)n(CC(=O)NCCc3ccccc3)c2cc1OC was read as ADAM10 inh -8, ASAP1 inh 8, ADAM17 inh -2, PLC-gamma1 inh 9.5*, SIAE primary -8, PLCb3 inh 8, ARFGAP1 inhibitor -3, Tn6 DDE FP -3, DDE Tn7 FP inh -2 and TDP2 absorb -17.
For COc1ccc(C(=O)NC(C)c2ccc(-n3ccnc3)cc2)c(OC)c1 (stereo not drawn) the results were ADAM10 inh -5, ASAP1 inh 9, ADAM17 inh -3, PLC-gamma1 inh 3, SIAE primary 1, PLCb3 inh -7, ARFGAP1 inhibitor -4, Tn6 DDE FP -2, DDE Tn7 FP inh -7 and TDP2 absorb 0.
`COCCCNc1nc2c(c(=O)[nH]c(=O)n2C)n1CC(O)COc1cccc(C)c1` (stereo not drawn) gave ADAM10 inh 1, ASAP1 inh -10, ADAM17 inh -1, PLC-gamma1 inh 4, SIAE primary 4, PLCb3 inh 3, ARFGAP1 inhibitor 2, Tn6 DDE FP 1, DDE Tn7 FP inh 6 and TDP2 absorb -1.
`CCOC(=O)c1ccc(NS(=O)(=O)c2c(C)n(C)c(=O)n(C)c2=O)cc1` gave ADAM10 inh -8, ASAP1 inh -1, ADAM17 inh -5, PLC-gamma1 inh -1, SIAE primary 1, PLCb3 inh -1, ARFGAP1 inhibitor -5, Tn6 DDE FP 3, DDE Tn7 FP inh -3 and TDP2 absorb 6.
For O=C(CNC1CCCC1)Nc1ccc(S(=O)(=O)N2CCCCC2)cc1 the results were ADAM10 inh -4, ASAP1 inh 0, ADAM17 inh -1, PLC-gamma1 inh -3, SIAE primary 4, PLCb3 inh 0, ARFGAP1 inhibitor 5, Tn6 DDE FP 3, DDE Tn7 FP inh -5 and TDP2 absorb 17.
C/C=C/c1ccc(OCCOc2ccc(C=O)cc2)c(OC)c1 was read as ADAM10 inh 12, ASAP1 inh 3, ADAM17 inh 3, PLC-gamma1 inh 2, SIAE primary 0, PLCb3 inh 0, ARFGAP1 inhibitor 6, Tn6 DDE FP -11, DDE Tn7 FP inh 0 and TDP2 absorb 0.
COc1ccc(CN(C)C(C)C(=O)Nc2ccc(S(=O)(=O)N3CCCCC3)cc2)c(OC)c1 (stereo not drawn) was read as ADAM10 inh 7, ASAP1 inh -4, ADAM17 inh 2, PLC-gamma1 inh 2, SIAE primary 0, PLCb3 inh 2, ARFGAP1 inhibitor 2, Tn6 DDE FP 6, DDE Tn7 FP inh 0 and TDP2 absorb 3.
`COCc1c(C#N)c(NCCc2ccc(F)cc2)nc(C)c1[N+](=O)[O-]` gave ADAM10 inh 9, ASAP1 inh -7, ADAM17 inh 3, PLC-gamma1 inh -3, SIAE primary 6, PLCb3 inh 1, ARFGAP1 inhibitor 7, Tn6 DDE FP 6, DDE Tn7 FP inh 8 and TDP2 absorb 5.
Screening COC(=O)Cn1cc(/C=C/c2cc[n+](C)cc2)c2ccccc21 returned ADAM10 inh 11, ASAP1 inh 8, ADAM17 inh 2, PLC-gamma1 inh -228, SIAE primary 0, PLCb3 inh -316, ARFGAP1 inhibitor 3, Tn6 DDE FP -1, DDE Tn7 FP inh 0 and TDP2 absorb -10.
`Nc1ncc([N+](=O)[O-])cc1S(=O)(=O)c1ccccc1` gave ADAM10 inh 1, ASAP1 inh -4, ADAM17 inh 1, PLC-gamma1 inh 5, SIAE primary 3, PLCb3 inh 1, ARFGAP1 inhibitor -10, Tn6 DDE FP -4, DDE Tn7 FP inh 6 and TDP2 absorb 12.
`CCN(CC)S(=O)(=O)c1ccc(/C=C/C(=O)N(c2ccccn2)C2CCCCC2)cc1` gave ADAM10 inh 7, ASAP1 inh 10, ADAM17 inh -3, PLC-gamma1 inh -1, SIAE primary 6, PLCb3 inh -11, ARFGAP1 inhibitor 7, Tn6 DDE FP 1, DDE Tn7 FP inh 4 and TDP2 absorb 14.
COC(=O)c1cccc(-n2c(C)cc(/C=C3\SC(=O)NC3=O)c2C)c1 was read as ADAM10 inh -12, ASAP1 inh -2, ADAM17 inh -5, PLC-gamma1 inh -16, SIAE primary -11, PLCb3 inh -25, ARFGAP1 inhibitor -16, Tn6 DDE FP -7, DDE Tn7 FP inh 1 and TDP2 absorb 2.
CCOC(=O)c1c(C)c[nH]c1C was read as ADAM10 inh -7, ASAP1 inh 0, ADAM17 inh -1, PLC-gamma1 inh -1, SIAE primary 4, PLCb3 inh -4, ARFGAP1 inhibitor -12, Tn6 DDE FP -2, DDE Tn7 FP inh 0 and TDP2 absorb 6.
For Cc1ccc2c(c1)nnn2C1CCN(S(=O)(=O)c2ccc(C(=O)N(C)C3CCCCC3)cc2)CC1 the results were ADAM10 inh -1, ASAP1 inh -13, ADAM17 inh -1, PLC-gamma1 inh 2, SIAE primary 11, PLCb3 inh 1, ARFGAP1 inhibitor 1, Tn6 DDE FP 3, DDE Tn7 FP inh 6 and TDP2 absorb 10.
For Cn1c(=O)c(-c2cc(=O)[nH][nH]2)c(O)c2ccccc21 the results were ADAM10 inh -9, ASAP1 inh -4, ADAM17 inh -1, PLC-gamma1 inh -7, SIAE primary 5, PLCb3 inh -5, ARFGAP1 inhibitor -4, Tn6 DDE FP 0, DDE Tn7 FP inh 3 and TDP2 absorb 0.
Screening Cc1ccccc1NC(=S)N1CCN(Cc2ccc3c(c2)OCO3)CC1 returned ADAM10 inh -6, ASAP1 inh -14, ADAM17 inh -3, PLC-gamma1 inh 0, SIAE primary -1, PLCb3 inh 1, ARFGAP1 inhibitor 1, Tn6 DDE FP 3, DDE Tn7 FP inh -1 and TDP2 absorb 10.
CCCCCn1c(=NC(=O)c2ccco2)c(C(=O)OCC)cc2c(=O)n3ccccc3nc21 was read as ADAM10 inh inactive, ASAP1 inh 17&-6, ADAM17 inh inactive, PLC-gamma1 inh -257, SIAE primary -8&-6, PLCb3 inh -349, ARFGAP1 inhibitor -2&-6, Tn6 DDE FP -3&6, DDE Tn7 FP inh -6&-1 and TDP2 absorb -1&6.
`Cc1ccc(-n2cc(CNCCN3CCOC3=O)c(-c3cccc(C)c3)n2)cc1` gave ADAM10 inh 1, ASAP1 inh 3, ADAM17 inh -2, PLC-gamma1 inh 0, SIAE primary -1, PLCb3 inh 2, ARFGAP1 inhibitor 2, Tn6 DDE FP 5, DDE Tn7 FP inh 0 and TDP2 absorb 3.
`CC(Oc1cccnc1[N+](=O)[O-])C(=O)Nc1ccc(Cl)cn1` (stereo not drawn) gave ADAM10 inh -4, ASAP1 inh -6, ADAM17 inh 0, PLC-gamma1 inh 2, SIAE primary -6, PLCb3 inh -3, ARFGAP1 inhibitor -3, Tn6 DDE FP -2, DDE Tn7 FP inh 0 and TDP2 absorb -2.
Cc1ccc(C(O)c2ncc(-c3ccc(Cl)cc3)[nH]2)cc1F (stereo not drawn) was read as ADAM10 inh 5, ASAP1 inh 10, ADAM17 inh 7, PLC-gamma1 inh 2, SIAE primary -6, PLCb3 inh 7, ARFGAP1 inhibitor 4, Tn6 DDE FP 6, DDE Tn7 FP inh 1 and TDP2 absorb -4.
For OCCOCCn1c(C(CO)Nc2nc(-c3ccc(F)cc3)cs2)nc2ccccc21 (stereo not drawn) the results were ADAM10 inh 0, ASAP1 inh 17, ADAM17 inh -2, PLC-gamma1 inh -4, SIAE primary 4, PLCb3 inh -3, ARFGAP1 inhibitor -13, Tn6 DDE FP 1, DDE Tn7 FP inh 9 and TDP2 absorb 4.
For O=C(O)CSC1=NC(=Nc2ccc(Cl)cc2)C2(CCCCC2)N1c1cccc(C(=O)O)c1 the results were ADAM10 inh 6, ASAP1 inh -5, ADAM17 inh 5, PLC-gamma1 inh 4, SIAE primary 7, PLCb3 inh 4, ARFGAP1 inhibitor -11, Tn6 DDE FP 3, DDE Tn7 FP inh -5 and TDP2 absorb -12.
COCCCn1c(-c2cccs2)nc2nc3ccccc3nc21 was read as ADAM10 inh inactive, ASAP1 inh 4, ADAM17 inh inactive, PLC-gamma1 inh inactive, SIAE primary -6, PLCb3 inh inactive, ARFGAP1 inhibitor 8, Tn6 DDE FP 3, DDE Tn7 FP inh -1 and TDP2 absorb -15.
Screening O=C(NNC(=O)c1ccc(Cl)cc1Cl)c1csc(-c2cccnc2)n1 returned ADAM10 inh 1, ASAP1 inh 3, ADAM17 inh -1, PLC-gamma1 inh 1, SIAE primary 0, PLCb3 inh -6, ARFGAP1 inhibitor -13, Tn6 DDE FP -4, DDE Tn7 FP inh -4 and TDP2 absorb 13.
For OCC[C@@H]1C[C@H](O)[C@@H](O)[C@@]2(OCCCc3cc(C(F)(F)F)ccc32)O1 the results were ADAM10 inh 0, ASAP1 inh -2, ADAM17 inh 2, PLC-gamma1 inh -3, SIAE primary 3, PLCb3 inh 2, ARFGAP1 inhibitor -6, Tn6 DDE FP 10, DDE Tn7 FP inh 4 and TDP2 absorb 2.
Cc1ccc(S(=O)(=O)NCC(=O)OCCOc2cccc(Cl)c2)cc1 was read as ADAM10 inh 10, ASAP1 inh 11, ADAM17 inh 7, PLC-gamma1 inh -3, SIAE primary -13, PLCb3 inh -7, ARFGAP1 inhibitor 5, Tn6 DDE FP -5, DDE Tn7 FP inh -1 and TDP2 absorb -6.
COc1ccc(NC(=O)Nc2nnc(-c3ccccc3F)s2)cc1 was read as ADAM10 inh -1, ASAP1 inh -1, ADAM17 inh 1, PLC-gamma1 inh 1, SIAE primary 2, PLCb3 inh -1, ARFGAP1 inhibitor 12, Tn6 DDE FP -1, DDE Tn7 FP inh 3 and TDP2 absorb -1.
`O=C(N/N=C/c1ccncc1)c1cccc(N/N=C/c2ccncc2)c1` gave ADAM10 inh 1, ASAP1 inh -5, ADAM17 inh 0, PLC-gamma1 inh 3, SIAE primary 11, PLCb3 inh -5, ARFGAP1 inhibitor 15, Tn6 DDE FP -5, DDE Tn7 FP inh -11 and TDP2 absorb -9.
CC(C)OC(=O)CSc1nnc(-c2cnccn2)n1C was read as ADAM10 inh -2, ASAP1 inh -7, ADAM17 inh -4, PLC-gamma1 inh -5, SIAE primary -2, PLCb3 inh -2, ARFGAP1 inhibitor -9, Tn6 DDE FP -1, DDE Tn7 FP inh 0 and TDP2 absorb 4.
